Screens deposited in PubChem BioAssay by National Center for Advancing Translational Sciences (NCATS).
ALOX12 inh: blocks human arachidonate 12S-lipoxygenase | P18054 | purified 12hLO, xylenol orange hydroperoxide absorbance | Potency, µM (series often up to 108 µM), without a hit: at the highest dose activity change, negative = inhibition, most hits filed as inhibitors | 580,000 compounds, 1.1% hits | AID 1671190; active = well fitted inhibition curve with a large enough effect; inconclusive = small, poorly fitted or top-dose-only effect, or another doubt; inactive = no such curve, though single readings can be large or run the other way
Target sequence (P18054 whole entry, looked up): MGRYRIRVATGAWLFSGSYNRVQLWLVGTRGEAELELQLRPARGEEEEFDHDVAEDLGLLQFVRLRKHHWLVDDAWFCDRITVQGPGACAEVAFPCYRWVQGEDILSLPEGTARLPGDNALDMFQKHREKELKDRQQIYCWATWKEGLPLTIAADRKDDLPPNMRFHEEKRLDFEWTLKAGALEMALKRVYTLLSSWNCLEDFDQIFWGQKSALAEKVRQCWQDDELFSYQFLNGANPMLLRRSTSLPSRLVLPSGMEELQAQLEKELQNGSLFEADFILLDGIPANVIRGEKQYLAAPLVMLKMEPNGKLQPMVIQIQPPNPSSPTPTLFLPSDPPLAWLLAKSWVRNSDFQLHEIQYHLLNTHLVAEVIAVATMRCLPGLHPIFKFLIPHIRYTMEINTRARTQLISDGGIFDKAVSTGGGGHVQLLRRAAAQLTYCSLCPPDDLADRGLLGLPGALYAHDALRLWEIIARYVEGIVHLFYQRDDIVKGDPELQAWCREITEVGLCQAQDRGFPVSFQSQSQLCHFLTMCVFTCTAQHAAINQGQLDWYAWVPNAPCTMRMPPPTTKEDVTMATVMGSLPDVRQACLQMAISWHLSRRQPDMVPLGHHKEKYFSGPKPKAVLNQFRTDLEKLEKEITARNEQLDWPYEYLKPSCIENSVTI
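Hydroperoxide product was detected by ferrous iron/xylenol orange as the 573 to 405 nm absorbance ratio. Arachidonic acid at 40 uM (final) was turned over for 30 min at room temperature by 150 nM human 12hLO, pH 7.0 Hepes buffer, after 15 min compound preincubation.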
An asterisk follows results filed as active; ? = inconclusive; & = joins results of further samples; [ ] = another dose, or the depositor's remark. % is scaled to controls: 0 for no effect and ±100 for the full control effect; potency is read from the fitted curve at half-maximal effect.

SMILES	ALOX12 inh
CC(C)Oc1cccc(-c2nnc(CCC(=O)NC3CCCCC3)c(=O)[nH]2)c1	35.2%[activator]
CCCCCCNC(=O)CCNC(=O)c1ccccc1	-2.1%
COCc1nncn1C1CCN(C(=O)Cc2ccccc2Cl)CC1	10.1%
COc1ccc(S(=O)(=O)N2CCC(Cc3nncn3C)CC2)cc1	33.5%
CCOC(=O)CCNC(=O)c1ccccc1Cl	4.6%
CC(=O)NCCCC(=O)N1CCC2(CC1)CN(C(=O)NC(C)C)Cc1ccccc1O2	11.2%[6.33 µM]
O=[N+]([O-])c1ccc2c(c1)CCCO[C@]21O[C@H](CCO)C[C@H](O)[C@H]1O	-12.5%
COCC1CN(C2CCC2)CC12CCN(C(=O)c1cccc(C)c1)CC2 (stereo not drawn)	23.1%
CONC(=O)c1ccc(SC(F)(F)F)cc1	2.5%
O=C(NC1CCCCC1)N1CC(=O)N2[C@H](CO)[C@H](c3ccc(Br)cc3)[C@@H]2C1	?
COc1cccc(CC(=O)N2CCN(C(=O)C(=O)c3cccc(C(F)(F)F)c3)CC2)c1	-23.7%
CCc1nc2ccc(C(=O)Nc3cc(-c4ccccc4)ccc3OC)cn2c1N(C)CCCc1ccccc1	-3.1%
O=C(Nc1ccc(-c2cccc(F)c2)cc1)C1CCCN1Cc1ccc(CO)o1 (stereo not drawn)	?
O=C(C[C@H]1NC(=O)c2ccccc2NC1=O)NCCc1ccccn1	34.9%
O=C1CCCC2=C1C(c1cccc(F)c1)C1=C(CCCC1=O)O2	4.0%
CCOCCOC1CCN(C(=O)CCc2c[nH]c3ccccc23)CC1	48.2%[activator]
O=C(CNC(=O)C1CCC(CNS(=O)(=O)c2ccc(Cl)cc2)CC1)NCCO (stereo not drawn)	-1.0%
Cc1noc(C)c1S(=O)(=O)N1CC(N(Cc2cccnc2)CC(C)C)C1	66.6%[activator]
Cc1ccc(C)c(NC(=O)c2nc3ccccc3nc2Cl)c1	-6.1%
[O-][n+]1cn(O)cc1/C=N/O	30.7%
COC(=O)C1CN(CCc2ccccc2)CCS(=O)(=O)N1Cc1ccc(F)cc1 (stereo not drawn)	19.1%
CCOC(=O)c1c(-c2ccccc2)[nH]c2ccc(C)cc12	?
COc1ccc(S(=O)(=O)N2CCC[C@H]2C(=O)Nc2cc(C)on2)cc1Cl	-21.3%
Cc1noc(C)c1-c1ccc(C(=O)NCCc2ccccc2)c2occc12	-1.0%
CN1C[C@@H](NC(=O)C2CCCCC2)C[C@H]1c1nc(-c2ccc3c(c2)OCO3)no1	4.5%[176 µM]
CC1C(c2ccccc2)OCCN1C=NC#N (stereo not drawn)	14.7%
COc1ccc2[nH]c(=O)c(CN(C(C)=O)c3cc(C)ccc3C)cc2c1	-25.7%
COc1ccccc1NC(=O)c1cc(-c2ccccn2)nc2ccccc12	-2.9%
COc1ccc(C(=O)N2C[C@@H](Oc3ccccc3)C[C@H]2C(=O)N2CCOCC2)c(OC)n1	32.6%[activator]
COC(=O)c1cccc(COc2ccc(Br)cc2)c1	?
Cc1cc(C(C)(C)C)ccc1OC(=O)/C=C/c1cccs1	?
COc1ccc(OC)c(CN2CC[C@@H]3OCC(=O)N(C(C)C)[C@H]3CC2)c1	12.5%[176 µM]
COCCN(Cc1cc2ccc(C)cc2[nH]c1=O)C(=O)c1ccc(OC)c(OC)c1	1.4%
Cc1ccc(-c2cc(C(=O)Nc3ccccc3F)no2)cc1C	?
O=C([C@@H]1CCCN1C1=NS(=O)(=O)c2ccccc21)N1CCN(c2ccccc2)CC1	3.4%
Cc1cccc(OCCc2noc(C3CCCN3C(=O)COc3ccccc3)n2)c1 (stereo not drawn)	21.9%
O=C(CCn1ccc2ccccc21)NC1CCCCCCC1	?
CCOc1ccccc1-c1noc(-c2nnn3c2COC(c2ccc(OC)cc2)C3)n1 (stereo not drawn)	-7.7%
CCCCc1cc(=O)oc2cc(OCC(N)=O)ccc12	-4.4%
Cc1ccc2c(=O)cc(C(=O)Nc3ccc4nsnc4c3)oc2c1	-5.7%
C=CCNC(=O)[C@@H]1Cc2c[nH]c3cccc(c23)[C@H](CC(C)C)N1	-1.4%[176 µM]
CCCCn1c(SCC(=O)NC2CC2)nc2cc(C(=O)OC)ccc2c1=O	-3.9%&-16.3%
Cc1ccc(CC(C)(O)CC(C)(O)Cc2ccc(C)cc2)cc1 (stereo not drawn)	?
CC(C)c1ccc(C(=O)N2CCC(Oc3ccc(C(=O)N(C)C)cn3)CC2)cc1	19.7%
CN1CCN(C(=O)c2cc(-c3ccccn3)nc3ccccc23)CC1	25.5%
CN(C)Cc1cc(CC2(NCc3ccc(F)cc3)COC2)no1	8.4%[176 µM]
O=S(=O)(c1ccc(F)cc1)N1CCCN(c2nnnn2-c2ccccc2)CC1	3.5%
Cn1cccc1C(=O)NC[C@H]1O[C@@H](CO)[C@@H](O)[C@H]1N1CCOCC1	?
Cc1ccc(-c2cn3c(n2)N(C(=O)C2CCCO2)CCC3)cc1 (stereo not drawn)	-7.3%
O/N=C/c1c(O)ccc2ccccc12	?
Cc1cc(NCc2cccnc2)n2nc(C(F)(F)F)c(-c3ccccc3Cl)c2n1	16.8%
CCC(CC)C(=O)NCCc1noc(C)n1	7.0%
O=C(NC1CCN(c2ccc(F)cc2)C1=O)c1ccccc1Cl (stereo not drawn)	28.6%
Nc1nccnc1C(=O)NCCc1ccc(C(F)(F)F)cc1	-25.5%
COCCNc1ncnc2c1CN(c1ccc(Cl)cc1)C(=O)CN2C	50.2%[activator]
C=CCC1(CO)CCCN(Cc2nc(C)cc(-c3ccccc3)n2)C1 (stereo not drawn)	66.0%
O=C(N[C@@H]1CN(c2ccncn2)C[C@H]1CO)c1cccc(Cl)c1	57.2%[activator]
CC1(C(=O)NCc2ccc(C(F)(F)F)cc2)CCN1Cc1c(F)cccc1F (stereo not drawn)	0.6%
Cc1nnc(SCC(=O)NCCc2ccco2)c2nn(-c3ccccc3)c(C)c12	-55.7%
COCCNC(=O)[C@H]1C[C@H](Oc2cccnc2)CN1C(=O)NC1CCCC1	34.7%[activator]

Continuation.
SMILES	ALOX12 inh
COCCn1nc2n(c1=O)CCN(C(=O)c1ccc(OC)cc1OC)CC2	31.8%[activator]
O=S(=O)(c1ccc(F)c(F)c1)N1CCN(Cc2ncc(-c3ccc(F)cc3)o2)CC1	-10.3%
Cn1cnnc1-c1ccc(NS(=O)(=O)c2ccc3c(c2)CCC3)cc1	28.2µM*
CSCCC(NC(=O)c1ccccc1Cl)C(=O)NCCOc1ccc(C)cc1 (stereo not drawn)	-23.0%
CC(C)C[C@@H]1N[C@H](C(=O)NCCN(C)C)Cc2c[nH]c3cccc1c23	73.4%[activator][176 µM]
COC(=O)C[C@@H]1C=C[C@@H](NS(=O)(=O)c2cccc(OC)c2)[C@@H](CO)O1	-25.2%
O=C(COc1cccc(-c2nnc3n2CCCC3)c1)NCc1ccc(F)cc1	21.1%
COc1cccc(-c2nc(CCNC(=O)COc3ccc(Cl)cc3)cs2)c1	?
COCC(=O)N1C[C@H]2CON(C)[C@H]2C[C@H]1c1cccc(-c2ccccc2)c1	-8.6%
COCC(=O)N[C@H]1C[C@H]2C(=O)Nc3ccc(-c4cccs4)cc3C(=O)N2C1	7.9%[176 µM]
COC1CCC12CCN(C(=O)COc1ccccc1)CC2 (stereo not drawn)	34.5%
NC(=O)c1cccc(-c2coc3c(C(=O)NCCc4ccccc4)cccc23)c1	-14.5%
O=C(COc1ccc(Cl)cc1)N1CCN(c2cc(-c3cccs3)[nH]n2)CC1	-13.4%
CN1CCN(c2ncnc3c2ncn3[C@H]2CN(C)C[C@@H](CO)O2)CC1	-4.5%
CC(C)NC(=O)C1(C)CCCN1C(=O)c1cc(C#N)cs1 (stereo not drawn)	-9.4%
O=Cc1ccc(-c2ccc(O)cc2)cc1	6.5%[12.5 µM]
CC(C)CCN1CCc2[nH]nc(C(=O)N(C)Cc3cccnc3)c2C1	75.3%[activator]
Cc1c(NC(=O)C2CCN(S(=O)(=O)Cc3ccccc3F)CC2)c(=O)n(-c2ccccc2)n1C	-17.3%
Cc1nc2cc(NS(=O)(=O)c3cc(Cl)cc(Cl)c3)ccc2o1	-26.6%
N#CC(c1nc2ccccc2nc1NC1CCCC1)S(=O)(=O)c1ccc(F)cc1 (stereo not drawn)	-21.9%
O=C(CCc1nnc2ccc(N3CCCCC3)nn12)N1CCCC1	23.0%
Cn1cc(-c2cnc3[nH]cc(CC(=O)Nc4cccc(OC(F)(F)F)c4)c3c2)cn1	?
COc1cc(Cl)ccc1C(=O)N1CCC2(CC1)CC(O)CCO2 (stereo not drawn)	44.4%[activator]
O=C(C1CCCCn2nnnc21)N1CCc2nc(-c3cccnc3)[nH]c2C1 (stereo not drawn)	31.4%
NCC[C@H](O)C(=O)N[C@@H]1C[C@H](N)[C@@H](O[C@H]2O[C@H](CN)[C@@H](O)[C@H](O)[C@@H]2O)[C@H](O)[C@@H]1O[C@H]1O[C@H](CO)[C@@H](O)[C@H](N)[C@@H]1O	-6.7%[0.22 µM]
O=C(N/N=C/c1ccsc1)c1cccc(C(F)(F)F)c1	?
COCCCNC(=O)C1CC(=O)N(c2n[nH]c3cc(Br)ccc23)C1 (stereo not drawn)	6.9%
CC(C)CN1CCOC(CNC(=O)N2CCN(S(=O)(=O)c3ccc4c(c3)CCCC4)CC2)C1 (stereo not drawn)	-7.5%
CC(=O)Nc1ccc(CN2Cc3[nH]cnc3C[C@H]2C(=O)NCc2ccc(C(F)(F)F)cc2)cc1	35.7%[activator]
CC(CSC(=O)c1ccccc1)C(=O)N1c2ccccc2CC1C(=O)O (stereo not drawn)	-27.9%
Cn1cc(CCC(=O)N2CCN(Cc3ccccc3)CC(O)C2)cn1 (stereo not drawn)	26.3%
CCOc1ccc(NC(=O)C2CC(=O)Nc3c(-c4ccc(F)cc4)cnn32)cc1 (stereo not drawn)	4.4%
COc1cccc(-c2ccc(=O)n(CC(=O)N3CCc4cc(OC)c(OC)cc4C3)n2)c1	?
O=C(Nc1ccccc1)N1CCCCC1c1nc(-c2cnccn2)n[nH]1 (stereo not drawn)	37.2%[activator]
CC(C)NC(=O)C1Cn2cccc2C(=O)N1Cc1ccccc1 (stereo not drawn)	0.2%
CCC(=O)N1C[C@@H]2CCCN3CCC[C@@H]([C@H]23)[C@H]1CCCC(=O)Nc1ccccc1	-0.4%
Cc1oc(-c2ccc(OC(C)C)cc2)nc1Cn1nnc(C(=O)NCc2ccc(Cl)cc2)c1N	15.4%
CC(=O)Nc1ccc(NC[C@@H]2C=C(C)[C@H](Cc3nnc(C)o3)C[C@H]2C(C)C)cn1	43.2%[activator][176 µM]
COc1ccc(-n2nc3c(c2NC(=O)c2ccccc2)CS(=O)(=O)C3)cc1	-6.8%
O=C(NCCC1=CCCCC1)c1cn(CCCc2ccccc2)nn1	8.8%
COc1cccc(C(=O)N2CCC(N3C(=O)CCC3C(=O)NCc3ccccc3)CC2)c1 (stereo not drawn)	55.4%[activator]
O=C(NC(NC(=O)c1cccc(Cl)c1)c1ccccc1)c1cccc(Cl)c1	-10.6%
O=C(c1cc(C2=NNC(=Nc3ccc(Cl)cc3)SC2)c[nH]1)N1CCCC1	?
O=C(COC(=O)c1cncc(Br)c1)Nc1ccc(S(=O)(=O)N2CCOCC2)cc1	?
CN1CCC(N2CCN(C3CN(C4CCCC4)S(=O)(=O)C3)CC2)CC1 (stereo not drawn)	?
CCCN(Cc1ccccc1)C(=O)c1ccc(NC(C)=O)s1	-3.9%
COc1ccc(C2=[N+]([O-])C(C)(c3ccccc3)N(O)C2C)cc1 (stereo not drawn)	-22.6%
COc1ccc(NC(=O)CC2CCOCC2)cc1	11.8%
Cc1nn(C)c(Cl)c1C=O	-34.6%
NC1CCN(CCCc2ccccc2)CC1	?
CC(=O)NC1(C)CCCN(Cc2cc(-c3cccc(N(C)C)c3)cs2)C1 (stereo not drawn)	42.2%[activator][176 µM]
CC(=O)OCC1OC(Oc2ccc(C(=O)Cc3ccc4c(c3)OCCO4)c(O)c2)C(OC(C)=O)C(OC(C)=O)C1OC(C)=O (stereo not drawn)	?
Cc1ccccc1S(=O)(=O)N1CCCC(CCC(=O)NC2CC2)C1 (stereo not drawn)	33.1%[activator]
O=C(NCC1CN([S+](=O)([O-])c2cccnc2)CC12CN(c1ccccc1)C2)Nc1ccccc1 (stereo not drawn)	-11.5%

Not all compounds are listed; count on the stated rates, not on these rows.
